S3 lipid droplet – qHTS Assay for Lipid Storage Modulators in Drosophila S3 Cells; Drosophila S3 cells, BODIPY lipid droplet fluorescence, 18-24 h; cells fed with added oleic acid; lipid storage change, negative = inhibition, % at the top dose, mostly 46.1 µM; hits show Potency in µM; 320,000 tested, 0.64% active; active = well fitted inhibition curve with a large enough effect in the signal ratio, with a control signal flat, not every such curve was filed as active; inconclusive = small, poorly fitted or top-dose-only effect, or effect the other way, or a change in a side signal; the % refers to the signal ratio
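Laser-scanning cytometry quantifies lipid droplet accumulation (500–530 nm total intensity; droplet/cell object ratio) in oleic acid-fed (400 uM added) Drosophila S3 cells treated with a concentration series. 20 uM Triacsin C defined 100% inhibition.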
S3 lipid droplet cell count max – also measured in S3 lipid droplet; calls as there; cell number change, %; measured here: cell count max response;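 cells counted by Cell Tracker Red CMTPX staining in the red channel; peak over a dose series mostly up to 46.1 µM; percent activity relative to internal control wells on each plate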
The depositor's hits bear a star; [ ] = dose if it differs, or a comment. % is set by controls: 0 for no effect and ±100 for the full control effect; potency is the fitted concentration of half-maximal effect.

Screening O=S(=O)(Nc1nc2ccccc2nc1Nc1ccc2c(c1)OCO2)c1ccc(F)cc1 returned S3 lipid droplet 7% and S3 lipid droplet cell count max -1.
Screening Cc1cc2nc(C3CCCN(C(=S)Nc4ccccc4)C3)[nH]c2cc1C (stereo not given) returned S3 lipid droplet inconclusive.
`CCOC(=O)c1ccc(NC(=O)CSc2nnc(COc3ccccc3OC)n2CC)cc1` gave S3 lipid droplet 18% and S3 lipid droplet cell count max 9.
Fc1ccc(C2CCCN2Cc2nc(Cc3ccccc3)no2)cc1 (stereo not given) was read as S3 lipid droplet inconclusive.
Screening Cc1cccc(-n2cc(-c3ccccc3)[nH]c2=S)c1 returned S3 lipid droplet 8%.
For O=C(NCCN1CCOC1=O)C1CCC(=O)N(CCc2ccc(Cl)cc2)C1 (stereo not given) the results were S3 lipid droplet -14% and S3 lipid droplet cell count max 9.
For N#Cc1c(NC(=O)c2cnccn2)sc2c1CCCC2 the results were S3 lipid droplet inconclusive.
Screening CC1=C(C(=O)Nc2ccccc2C)C(c2ccc(C)o2)N2C(=O)CSC2=N1 (stereo not given) returned S3 lipid droplet inconclusive.
Screening O=C(Nc1nnc(-c2ccco2)s1)C1CCN(S(=O)(=O)c2ccc(Cl)cc2)CC1 returned S3 lipid droplet inconclusive.
For CCOc1ccc(S(=O)(=O)Nc2ccc3c(c2)OCO3)cc1 the results were S3 lipid droplet inconclusive.
`Cc1cc(C)c(C(=O)COC(=O)c2cccc(S(=O)(=O)NCc3ccccc3)c2)cc1C` gave S3 lipid droplet inconclusive.
Screening COc1ccc(O)c(CN2CCN(C/C=C/c3ccccc3)CC2)c1 returned S3 lipid droplet inconclusive.
For O=C(Nc1cccc(S(=O)(=O)N2CCCC2)c1)c1cc(=O)[nH]c2ccccc12 the results were S3 lipid droplet inconclusive.
`CC(C)C(C(=O)OCC(=O)c1ccccc1)N1C(=O)C2C3C=CC(C3)C2C1=O` (stereo not given) gave S3 lipid droplet -8% and S3 lipid droplet cell count max -1.
For COC(=O)C1CCN(C(=O)NC(C)(C)C)CC1 the results were S3 lipid droplet inconclusive.
Screening COc1cccc(-c2nn(-c3ccccc3)cc2CN(C)Cc2ccon2)c1 returned S3 lipid droplet 16% and S3 lipid droplet cell count max 13.
`N#CC(C(=O)NCCc1ccccc1)c1nc2ccccc2nc1N1CCCCC1` (stereo not given) gave S3 lipid droplet 9% and S3 lipid droplet cell count max 5.
`CCCc1cc(=O)[nH]c(SCC(=O)c2cc(C)n(CCC)c2C)n1` gave S3 lipid droplet -12%.
`CCCCn1c(=N)n(CCOc2ccc(C)cc2)c2ccccc21` gave S3 lipid droplet 0% and S3 lipid droplet cell count max -1.
CC1CC(C)CN(c2oc(-c3ccco3)nc2C#N)C1 (stereo not given) was read as S3 lipid droplet inconclusive.
CCN(C(=O)COC(=O)CNC(=O)c1sc2ccccc2c1Cl)C1CCCCC1 was read as S3 lipid droplet inconclusive.
`CC(C)CN1CCC(=O)N(CCOc2ccccc2)CC1` gave S3 lipid droplet inconclusive.
For Clc1ccsc1-c1csc(-c2cccnc2)n1 the results were S3 lipid droplet inconclusive.
Screening CCN(CC)CCOc1nnc(-c2ccc(OC)cc2)c2ccccc12 returned S3 lipid droplet 14% and S3 lipid droplet cell count max 9.
Oc1ccc(N=Cc2sc3ccccc3c2Cl)cc1 was read as S3 lipid droplet inconclusive.
`COC(=O)c1cnn(-c2nc(-c3ccccc3)cs2)c1N` gave S3 lipid droplet -7% and S3 lipid droplet cell count max -5.
`Cc1nnc(SC(C)C(=O)NCC2CCCO2)s1` (stereo not given) gave S3 lipid droplet inconclusive.
`COc1cccc(CNc2ncn[nH]2)c1OCc1ccc(F)cc1` gave S3 lipid droplet 20% and S3 lipid droplet cell count max 10.
For O=C1C(C=NCc2ccco2)=C(O)c2ccccc21 the results were S3 lipid droplet 25% and S3 lipid droplet cell count max -7.
`CC(=O)c1ccc(N2CCN(C(=O)c3nn(C)c4c3CS(=O)(=O)c3ccccc3-4)CC2)cc1` gave S3 lipid droplet inconclusive.
`CN1CCc2nc3sc(C(=O)NCc4ccccc4)c(N)c3cc2C1` gave S3 lipid droplet 28%[9.22 µM] and S3 lipid droplet cell count max 11.
Screening CC1=CC(C)C(COC(=O)CN2CCCCC2)C(C)C1 (stereo not given) returned S3 lipid droplet -4% and S3 lipid droplet cell count max 4.
Screening O=C(COC(=O)Cc1c[nH]c2ccccc12)NC1CCS(=O)(=O)C1 (stereo not given) returned S3 lipid droplet inconclusive.
For O=[N+]([O-])c1cn(-c2nc(-c3ccco3)cc(C(F)(F)F)n2)cn1 the results were S3 lipid droplet inactive and S3 lipid droplet cell count max 11.
For CCN(CC(=O)Nc1ccc(NC(C)=O)cc1)C(=O)c1cccc(S(=O)(=O)N2CCCC2)c1 the results were S3 lipid droplet -8%[0.0737 µM] and S3 lipid droplet cell count max 6.
Screening CC(C(=O)N1CCN(C(=O)c2ccco2)CC1)n1sc2ccccc2c1=O (stereo not given) returned S3 lipid droplet -11% and S3 lipid droplet cell count max 16.

Reprinted at random: three compounds from above
Screening CC(C(=O)N1CCN(C(=O)c2ccco2)CC1)n1sc2ccccc2c1=O (stereo not given) returned S3 lipid droplet -11% and S3 lipid droplet cell count max 16.
`CN1CCc2nc3sc(C(=O)NCc4ccccc4)c(N)c3cc2C1` gave S3 lipid droplet 28%[9.22 µM] and S3 lipid droplet cell count max 11.
For CCN(CC(=O)Nc1ccc(NC(C)=O)cc1)C(=O)c1cccc(S(=O)(=O)N2CCCC2)c1 the results were S3 lipid droplet -8%[0.0737 µM] and S3 lipid droplet cell count max 6.

Structures shown so far that have a cyano group (three):
For N#Cc1c(NC(=O)c2cnccn2)sc2c1CCCC2 the results were S3 lipid droplet inconclusive.
`N#CC(C(=O)NCCc1ccccc1)c1nc2ccccc2nc1N1CCCCC1` (stereo not given) gave S3 lipid droplet 9% and S3 lipid droplet cell count max 5.
CC1CC(C)CN(c2oc(-c3ccco3)nc2C#N)C1 (stereo not given) was read as S3 lipid droplet inconclusive.

(more compounds)
For C=CCOc1ccc(CNc2ccc3[nH]c(=O)[nH]c3c2)cc1 the results were S3 lipid droplet -5% and S3 lipid droplet cell count max 8.
CC(=O)NS(=O)(=O)c1ccc(N=c2ssc3c2-c2cc(C)c(C)cc2NC3(C)C)cc1 was read as S3 lipid droplet inconclusive.
Screening Cc1csc(NC(=O)c2cn3ccccc3n2)n1 returned S3 lipid droplet inconclusive.
`O=[N+]([O-])c1cccc(-n2nnnc2CN2CCCCCC2)c1` gave S3 lipid droplet inconclusive.
`COC(=O)c1cc(C#N)c(Oc2ccc(OC)cc2)nc1C` gave S3 lipid droplet inconclusive.
Cc1[nH]nc2c1C(c1cnn(C)c1)C(C#N)=C(N)O2 (stereo not given) was read as S3 lipid droplet inconclusive.
`Cc1ccc(C(=O)Nc2ccc(S(=O)(=O)NCc3ccco3)cc2)cc1` gave S3 lipid droplet inconclusive.
Screening CC(=O)Nc1cccc(NC(=O)CSc2nc3ccccc3o2)c1 returned S3 lipid droplet -12% and S3 lipid droplet cell count max 14.
Cc1nn(Cc2ccccc2)c(Cl)c1/C=C/C(=O)OC(C(=O)NC(N)=O)C(C)C (stereo not given) was read as S3 lipid droplet inconclusive.
For C=CCNC1=C(Cl)C(=O)N(c2cccc(Cl)c2Cl)C1=O the results were S3 lipid droplet inconclusive.
For CC1=CC(C)(C)Nc2ccc(Cc3ccc4c(c3)C(C)=CC(C)(C)N4)cc21 the results were S3 lipid droplet inconclusive.
Screening COc1cc(S(=O)(=O)N2CCC(C(N)=O)CC2)c(C)cc1C returned S3 lipid droplet inconclusive.

The closing two records of the section above come first, to join the parts:
For CC1=CC(C)(C)Nc2ccc(Cc3ccc4c(c3)C(C)=CC(C)(C)N4)cc21 the results were S3 lipid droplet inconclusive.
Screening COc1cc(S(=O)(=O)N2CCC(C(N)=O)CC2)c(C)cc1C returned S3 lipid droplet inconclusive.
`COc1ccccc1CC(=O)Nc1cccc(C(=O)Nc2nccs2)c1` gave S3 lipid droplet -1% and S3 lipid droplet cell count max 19.
Screening Cc1ccn2c(C(=O)NN=C3CCCCCCC3)c(C)nc2c1 returned S3 lipid droplet inconclusive.
Cc1ccc(NC(=O)CCN2C(=O)NC3(CCCC3)C2=O)cc1 was read as S3 lipid droplet inconclusive.
Screening COc1ccc(C(=O)OCC(=O)NCCCc2ccccc2)c(OC)c1 returned S3 lipid droplet 8% and S3 lipid droplet cell count max 27.
Screening O=C(O)C1(P(=O)(c2ccc(Cl)cc2)c2ccc(Cl)cc2)CC1 returned S3 lipid droplet -20% and S3 lipid droplet cell count max -6.
`Cc1ccc(OCCCC(=O)ON=C(N)c2ccccc2C)cc1` gave S3 lipid droplet inconclusive.
`COc1cc(-c2nc3c4ccccc4nc(=S)n3[nH]2)cc(OC)c1OC` gave S3 lipid droplet inconclusive.
For Cc1nnsc1-c1nnc(SCC(=O)c2ccc(F)cc2)n1C1CC1 the results were S3 lipid droplet inconclusive.
`CC(C)NC(=S)N/N=C1\CCCCC1C1CCCCC1` (stereo not given) gave S3 lipid droplet inconclusive.
`CN(C(=S)NC(=O)CCCOc1ccc(Cl)cc1Cl)c1ccccc1` gave S3 lipid droplet inconclusive.
For CCOC(=O)C1=C(COC(=O)c2cccc(NC(C)=O)c2)NC(=O)NC1C (stereo not given) the results were S3 lipid droplet inactive.
Screening CCN(CC)S(=O)(=O)c1ccc(N(C)C)c(NC(=O)C2CCCC2)c1 returned S3 lipid droplet 6% and S3 lipid droplet cell count max 11.
CC1=Nc2cc(C(=O)NCCCN3CCN(C)CC3)ccc2Sc2ccc(C)cc21 was read as S3 lipid droplet inconclusive.
`COC(=O)c1csc(S(=O)(=O)N2CCOCC2)c1OC` gave S3 lipid droplet 2% and S3 lipid droplet cell count max 20.
For COc1ccc(C(=O)Nc2cc(C)nn2-c2cccc(F)c2)cc1 the results were S3 lipid droplet inconclusive.
`O=S(=O)(NCCSc1ccc(Cl)cc1)c1ccc2c(c1)OCCO2` gave S3 lipid droplet 3% and S3 lipid droplet cell count max 10.
Screening O=C(Nc1ccc(Cl)cc1C(=O)O)c1ccc2c(c1)C(=O)N(Cc1ccco1)C2=O returned S3 lipid droplet inconclusive.
CCCN1C(=O)C2C(C(=O)Nc3cccc(OC)c3)C3C=CC2(O3)C1C(=O)NC1CCCCC1 (stereo not given) was read as S3 lipid droplet -4% and S3 lipid droplet cell count max 1.
For O=C(c1cccs1)N1CCN(S(=O)(=O)N2CCCCC2)CC1 the results were S3 lipid droplet inactive and S3 lipid droplet cell count max 6.
`O=S(=O)(c1ccc2c(c1)N(Cc1ccc(Cl)cc1)C1CCCN21)N1CCOCC1` (stereo not given) gave S3 lipid droplet 8% and S3 lipid droplet cell count max -6.
`CCOCCCNC(=O)c1cc(C)nn1-c1ccccc1` gave S3 lipid droplet 16%.
Screening Cc1cnc(C(=O)OCC(=O)c2c(N)n(CC(C)C)c(=O)n(C)c2=O)cn1 returned S3 lipid droplet inconclusive.
For Cc1ccn2c(NC(C)(C)C)c(-c3cccs3)nc2c1 the results were S3 lipid droplet inconclusive.
Screening Cc1ccc(NC(=O)CSc2nnc(-c3ccc(S(=O)(=O)N4CCCC4)cc3)o2)cc1C returned S3 lipid droplet -5% and S3 lipid droplet cell count max 16.

Brought forward from above: 2 entries, then new ones.
For Cc1ccn2c(NC(C)(C)C)c(-c3cccs3)nc2c1 the results were S3 lipid droplet inconclusive.
Screening Cc1ccc(NC(=O)CSc2nnc(-c3ccc(S(=O)(=O)N4CCCC4)cc3)o2)cc1C returned S3 lipid droplet -5% and S3 lipid droplet cell count max 16.
For C=C(C)Cn1c(SCC(=O)N/N=C/c2ccccc2OCC(=O)O)nnc1-c1ccc(Br)cc1 the results were S3 lipid droplet inconclusive.
NC(=O)[C@@H]1CCCNc2c(F)cc([N+](=O)[O-])cc2C(=O)N[C@@H](CO)C(=O)N[C@@H](Cc2ccc(O)cc2)C(=O)N1 was read as S3 lipid droplet -1% and S3 lipid droplet cell count max -19.
`CCC(=O)N(Cc1ccco1)C1CC(=O)N(c2ccccc2)C1=O` (stereo not given) gave S3 lipid droplet inconclusive.
`CCCCc1cc2c(cn1)=C(OC(=O)c1cnc3ccccc3n1)C(C)(OC(=O)CC)C(=O)C=2` (stereo not given) gave S3 lipid droplet 1% and S3 lipid droplet cell count max 12.
Screening CCCOC1OC(=O)c2c1ccc(OC)c2OC (stereo not given) returned S3 lipid droplet 5% and S3 lipid droplet cell count max -1.
CSc1cc(-c2ccc(Cl)cc2)[nH]c(=O)c1C#N was read as S3 lipid droplet inconclusive.
COC(=O)c1ccccc1NC(=O)Cn1ccnc1 was read as S3 lipid droplet inactive.
Screening CCOC(=O)N1CCN(C(=O)c2ccc3nc4ccsc4c(=O)n3c2)CC1 returned S3 lipid droplet inactive.
`O=C(Nc1cc2ccccc2oc1=O)C1CCCCC1` gave S3 lipid droplet inconclusive.
For c1ccc2cc(Cn3ccnc3)ccc2c1 the results were S3 lipid droplet inconclusive.
`CCOc1ccc(C(=O)OCC(=O)Nc2ccc3c(c2)OCCO3)cc1OC` gave S3 lipid droplet inconclusive.
`C/C(=N/NS(=O)(=O)c1ccc(Cl)cc1)c1cccc(NC(=O)c2ccncc2)c1` gave S3 lipid droplet inconclusive.
Screening COCCCNC(=O)Cn1cnc2sc(C)c(S(=O)(=O)N3CCN(c4ncccn4)CC3)c2c1=O returned S3 lipid droplet inconclusive.
For CCn1cc(C(=O)N2CCN(c3ccc([N+](=O)[O-])cc3)CC2)c(=O)c2ccc(C)nc21 the results were S3 lipid droplet 2% and S3 lipid droplet cell count max 3.
For CCS(=O)(=O)Nc1cccc(C(=O)CC2(O)C(=O)Nc3ccccc32)c1 (stereo not given) the results were S3 lipid droplet 9% and S3 lipid droplet cell count max 16.
`CC(C)Oc1ccc(C(CC(=O)O)NC(=O)c2cccs2)cc1` (stereo not given) gave S3 lipid droplet inconclusive.

An excerpt. The share of hits here may be higher or lower than overall.
